TNAP activation fold – human TNAP enzyme activators, primary screen, biochemical, luminescent, no phosphate acceptor, uHTS (AID 1001) | purified TNAP, luminescent activation assay, no phosphate acceptor; higher activation fold means a stronger effect | activation fold at 20 µM, or EC50 in µM where a hit was titrated | actives 0.03% (n = 200,000); in the data active = activation fold from about 3, or a potency from the dose series; inactive = the rest, 99 in 100 with activation fold below about 1.6; note: many of its hits are not listed in these tables
NOD1 inhibition – NOD1 signaling inhibitors, primary screen, cell-based, luminescence, uHTS (AID 1578); NOD1-driven NF-kB luciferase reporter cells, luminescence; higher % means a stronger effect; inhibition, % at 4 µM, or EC50 in µM where a hit was titrated; actives 1% (n = 290,000); in the data active = inhibition mostly above about 36%, no sharp cut-off; inactive = mostly below about 34%;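 note: HEK-293T reporter cells stimulated with the NOD1 agonist gamma-tri-DAP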
LYP inhibition – inhibitors of LYP phosphatase, biochemical, fluorescence intensity, uHTS (AID 1779) | actives 0.054% (n = 290,000) | recombinant LYP phosphatase, fluorescence intensity; higher % means a stronger effect | inhibition, % at 11.5 µM; hits with a dose series show IC50 in µM;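 note: plate controls were vehicle with enzyme for no effect and no enzyme for full effect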
KOR beta-arrestin-1 – KOR antagonists, beta-arrestin recruitment, cell-based, luminescence, uHTS (AID 1778); Kappa-type opioid receptor (Homo sapiens); KOR beta-arrestin recruitment, luminescence, antagonist mode; higher % means a stronger effect; inhibition, % at 10 µM, or IC50 in µM where a hit was titrated; actives 0.091% (n = 290,000); note: strong numbers were not always called active
XIAP antagonists – XIAP antagonists, biochemical, IAP family, fluorescence polarization (AID 1018) | E3 ubiquitin-protein ligase XIAP (Homo sapiens) | XIAP BIR domain, fluorescence polarization peptide displacement; higher % means a stronger effect | displacement, % at 20 µM, or IC50 in µM where a hit was titrated | actives 0.007% (n = 200,000); in the data active = displacement above about 50%; note: a part of the inactive calls stands beside numbers as strong as those of hits
HEK293 NOD2/NF-kB – NOD2 signaling inhibitors, cell-based, luminescence, uHTS, HEK293 (AID 1566); inhibition, % at 4 µM; hits with a dose series show EC50 in µM; actives 0.63% (n = 290,000); HEK293 NOD2/NF-kB luciferase reporter, luminescence; higher % means a stronger effect; note: many of its hits are not listed in these tables
human PMI inhibition – inhibitors of human PMI, primary screen, biochemical, fluorescence intensity, coupled assay (AID 1209). purified PMI enzyme, coupled fluorescence intensity; higher % means a stronger effect. inhibition, % at 20 µM, or IC50 in µM where a hit was titrated. actives 0.42% (n = 190,000);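 note: plate controls were DMSO vehicle for no effect and wells lacking substrate for full effect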
KOR beta-arrestin-2 – KOR agonists, beta-arrestin recruitment, primary screen, cell-based, luminescence, uHTS (AID 1777); Kappa-type opioid receptor (Homo sapiens); KOR beta-arrestin recruitment, luminescence; higher % means a stronger effect; activation, % at 10 µM, or EC50 in µM where a hit was titrated; actives 0.02% (n = 280,000); in the data active = activation above about 50%, passing the limit was not always enough; note: a part of the inactive calls stands beside numbers as strong as those of hits
PMI inhibition – human PMI inhibitors, high substrate, primary screen, biochemical, fluorescence intensity, high mannose 6-phosphate (AID 1220); inhibition, % at 20 µM; hits with a dose series show IC50 in µM; actives 0.66% (n = 190,000); recombinant PMI enzyme, coupled fluorescence intensity; higher % means a stronger effect; Mannose-6-phosphate isomerase (Homo sapiens)
The depositor's hits bear a star; x = no result given; [ ] = remark or other dose. Cut-off read from the data, not from the text of the source, unless noted: active = inhibition above about 50%; inactive = the rest. This is a subset; the hit share may differ from the screen's.

Short keys: A = TNAP activation fold; B = NOD1 inhibition; C = LYP inhibition; D = KOR beta-arrestin-1; E = XIAP antagonists; F = HEK293 NOD2/NF-kB; G = human PMI inhibition; H = KOR beta-arrestin-2; I = PMI inhibition
1) Clc1nc(Cl)nc(N(c2ccccc2)c2ccccc2)n1
  A: 1.1; B: -14%; C: -12%; D: 30%; E: 3.0%; F: 6%; G: -34%; H: 8.7%; I: -45%
2) COC(=O)c1nc(NC2=NCCCCC2)n[nH]1
  A: 1.1; B: -3%; C: -2%; D: 8%; E: -1.5%; F: 6%; G: -7%; H: x; I: -9%
3) COc1cc2c(cc1OC)C(/C=C/c1ccco1)=NCC2
  A: x; B: 14%; C: 2%; D: 36%; E: x; F: 18%; G: x; H: 1.3%; I: x
4) O=C(Nc1cccc([N+](=O)[O-])c1)ONC1=NCCCCC1
  A: x; B: -1%; C: -8%; D: 25%; E: x; F: 7%; G: x; H: 2.2%; I: x
5) CN(C)c1nnnn1-c1ccc(Oc2ncc(C(F)(F)F)cc2Cl)cc1
  A: 1.1; B: 1%; C: -8%; D: -40%; E: -9.1%; F: 14%; G: -6%; H: 4.0%; I: -2%
6) Nc1nc(COc2ccccc2)cs1
  A: 1.1; B: -13%; C: -6%; D: -8%; E: -6.6%; F: -13%; G: 0%; H: -5.0%; I: -7%
7) Cc1ccc(C(=O)NC(=S)NCC2CCCO2)cc1[N+](=O)[O-] (stereo not given)
  A: 1.1; B: -6%; C: -9%; D: -1%; E: -5.0%; F: -5%; G: 6%; H: -5.6%; I: 7%
8) COCC(=O)Nc1ccc(C)c(Cl)c1
  A: 1; B: 2%; C: 0%; D: 32%; E: -8.7%; F: -4%; G: 12%; H: 2.2%; I: 12%
9) Cc1ccc(S(=O)(=O)N2CCC(C(=O)N[C@H](C(=O)N3CCN(C)CC3)C(C)C)CC2)cc1
  A: 1.2; B: -10%; C: -4%; D: -14%; E: -1.5%; F: 17%; G: -1%; H: -0.2%; I: 1%
10) O=C(CSc1nc(SCC(=O)NCc2ccccc2)n(-c2ccccc2)n1)NCc1ccccc1
  A: 1.3; B: -14%; C: 0%; D: 6%; E: -2.7%; F: -12%; G: 15%; H: 1.6%; I: 7%
11) COc1ccc(N=C2SC(C(=O)O)CC(=O)N2C)cc1 (stereo not given)
  A: 1; B: 0%; C: -11%; D: 4%; E: -3.9%; F: 14%; G: -6%; H: -0.8%; I: -4%
12) Cc1ccc([N+](=O)[O-])cc1NC(=O)c1ccc(-c2ccccc2)cc1
  A: 1.1; B: -15%; C: 1%; D: -21%; E: -0.2%; F: -22%; G: 10%; H: -0.9%; I: 9%
13) Cc1cc(C)n(-c2nnc(SCC(=O)NC3CCCC3)c3ccccc23)n1
  A: 1.1; B: 1%; C: -8%; D: 33%; E: -5.1%; F: 16%; G: -1%; H: -0.8%; I: 1%
14) CCOCC(=O)Nc1cc(C(=O)Nc2ccccc2)ccc1Cl
  A: 1.1; B: -4%; C: -7%; D: 14%; E: -2.7%; F: -8%; G: 12%; H: -2.0%; I: 5%
15) COc1ccc(CC(=O)OCC(=O)Nc2cccc(Cl)c2)cc1
  A: 0.9; B: -8%; C: -4%; D: 20%; E: -8.3%; F: 9%; G: 5%; H: 0.5%; I: 7%
16) Cc1ccc(/C=C2\CCOC2=O)cc1
  A: x; B: -10%; C: 0%; D: -3%; E: x; F: -9%; G: x; H: 8.1%; I: x
17) CCC(=O)NCCn1c(C)cc2ccccc21
  A: 1.1; B: -26%; C: 0%; D: 9%; E: -3.9%; F: 4%; G: 1%; H: -3.0%; I: -3%
18) N#CCc1nn(-c2ccccc2)c2ncnc(N)c12
  A: x; B: -8%; C: -4%; D: 8%; E: x; F: 2%; G: x; H: 3.9%; I: x
19) CCN(CC)c1ccc(NC(=O)COC(=O)C23CCC(=O)N2c2ccccc2S3)cc1 (stereo not given)
  A: 1.1; B: 2%; C: -5%; D: -44%; E: -2.9%; F: 8%; G: 12%; H: 4.8%; I: 3%
20) NC(N)=N/N=C/c1ccc(Cl)c([N+](=O)[O-])c1
  A: 1.1; B: -10%; C: -6%; D: 10%; E: -1.4%; F: 7%; G: -15%; H: -6.0%; I: 0%
21) CCC1CN(C(=O)N2CCC(C(=O)NCc3cc(OC)c(OC)c(OC)c3)CC2)c2ccccc2O1 (stereo not given)
  A: x; B: -15%; C: -10%; D: -29%; E: x; F: 7%; G: x; H: 1.8%; I: x
22) COC(=O)Cc1ccc(NC(=O)c2ccc3c(c2)C(=O)N(Cc2ccco2)C3=O)cc1
  A: x; B: -12%; C: -8%; D: -22%; E: x; F: -2%; G: x; H: 3.4%; I: x
23) CCCNC(=O)N1CCC(n2nccc2NC(=O)CCOc2ccccc2)CC1
  A: x; B: -6%; C: -8%; D: -15%; E: x; F: 4%; G: x; H: 2.2%; I: x
24) COc1ccc(NC(=O)CN2CCN(Cc3ccccc3)CC2)cc1
  A: x; B: -8%; C: -8%; D: -36%[20 µM]; E: x; F: -1%; G: x; H: 2.6%; I: x
25) CCOc1ccc(OCCN2C(=O)NC3(CCCc4ccccc43)C2=O)cc1 (stereo not given)
  A: 1.1; B: x; C: -7%; D: 18%; E: -8.0%; F: x; G: 11%; H: -2.5%; I: 9%

Sorted by value in PMI inhibition (ascending): some entries from above.
Short keys: A = TNAP activation fold; B = NOD1 inhibition; C = LYP inhibition; D = KOR beta-arrestin-1; E = XIAP antagonists; F = HEK293 NOD2/NF-kB; G = human PMI inhibition; H = KOR beta-arrestin-2; I = PMI inhibition
6) Nc1nc(COc2ccccc2)cs1
  A: 1.1; B: -13%; C: -6%; D: -8%; E: -6.6%; F: -13%; G: 0%; H: -5.0%; I: -7%
17) CCC(=O)NCCn1c(C)cc2ccccc21
  A: 1.1; B: -26%; C: 0%; D: 9%; E: -3.9%; F: 4%; G: 1%; H: -3.0%; I: -3%
15) COc1ccc(CC(=O)OCC(=O)Nc2cccc(Cl)c2)cc1
  A: 0.9; B: -8%; C: -4%; D: 20%; E: -8.3%; F: 9%; G: 5%; H: 0.5%; I: 7%
8) COCC(=O)Nc1ccc(C)c(Cl)c1
  A: 1; B: 2%; C: 0%; D: 32%; E: -8.7%; F: -4%; G: 12%; H: 2.2%; I: 12%

(next part)
Short keys: A = TNAP activation fold; B = NOD1 inhibition; C = LYP inhibition; D = KOR beta-arrestin-1; E = XIAP antagonists; F = HEK293 NOD2/NF-kB; G = human PMI inhibition; H = KOR beta-arrestin-2; I = PMI inhibition
26) COC(=O)c1ccc(-c2noc(CN3C[C@H]4CC[C@H]3C4)n2)cc1
  A: 1.1; B: -40%; C: -10%; D: -26%; E: -2.7%; F: -59%; G: 4%; H: 3.9%; I: 4%
27) O=C1C2C3C=CC(C3)C2C(=O)N1/N=C/c1cc(Br)cc([N+](=O)[O-])c1O (stereo not given)
  A: 1; B: -3%; C: 2%; D: 44%; E: -3.7%; F: -9%; G: 8%; H: -7.2%; I: 0%
28) CCOC(=O)N1CCN(c2c(N3CCN(c4ccccc4OC)CC3)c(=O)c2=O)CC1
  A: 1.1; B: 18%; C: 4%; D: -3%; E: -2.5%; F: 1%; G: 9%; H: -3.4%; I: 4%
29) CCn1cc(S(=O)(=O)N2CCN(Cc3ccc(F)cc3)CC2)cn1
  A: 1.1; B: -24%; C: 2%; D: -12%; E: -0.8%; F: 10%; G: -3%; H: -5.1%; I: -2%
30) CC(=O)c1cc(-c2ccccc2)n(CCC(=O)NC2CCCC2)c1C
  A: 1.1; B: -30%; C: -5%; D: -31%; E: -5.4%; F: -20%; G: -7%; H: 0.3%; I: 2%
31) N#Cc1cc([N+](=O)[O-])ccc1Oc1cccc(/C=N/NC(=O)c2ccc(Cl)cc2)c1
  A: 1; B: -15%; C: -1%; D: -10%; E: -3.4%; F: 16%; G: 7%; H: 2.3%; I: 4%
32) Cc1c(OC(C)C(=O)NC(Cc2c[nH]c3ccc(O)cc23)C(=O)O)ccc2c1oc(=O)c1ccccc12 (stereo not given)
  A: x; B: -26%; C: 4%; D: -16%[20 µM]; E: x; F: 9%; G: x; H: -1.8%; I: x
33) Brc1cccc(-c2nnco2)c1
  A: 1; B: -2%; C: 1%; D: -3%; E: -1.7%; F: 4%; G: 11%; H: -0.2%; I: 6%
34) CCn1c(CSc2nc3ccccc3s2)nnc1SCC(=O)c1ccc(O)c(O)c1
  A: 0.2; B: 13%; C: -1%; D: -15%; E: -1.3%; F: -39%; G: 35%; H: -1.2%; I: 29%
35) COc1cc(C2C(C#N)=C(N)Oc3c2oc(CO)cc3=O)cc(OC)c1OC (stereo not given)
  A: 1.1; B: -21%; C: -12%; D: -17%; E: 0.9%; F: -20%; G: 2%; H: 14%; I: 20%
36) O=C1N/C(=N/S(=O)(=O)Cc2ccccc2)S/C1=C/c1ccc2c(c1)OCO2
  A: x; B: -1%; C: 0%; D: -34%; E: x; F: -37%; G: x; H: 0.1%; I: x
37) COc1ccc(NC(=O)c2cc(=O)c3ccccc3o2)cn1
  A: 1.1; B: -18%; C: 0%; D: -10%; E: 0.2%; F: -3%; G: 7%; H: 0.8%; I: 14%
38) O=C(OCc1cncs1)c1ccccc1
  A: 1; B: -51%; C: 0%; D: 17%[20 µM]; E: -6.7%; F: 3%; G: -6%; H: -3.1%; I: 2%
39) Cc1cccc(NC(=O)/C(C#N)=C/c2ccccc2Cl)n1
  A: x; B: -10%; C: -7%; D: -42%; E: x; F: -18%; G: x; H: -4.5%; I: x
40) Cc1nnc(-c2cnn(-c3ccccc3)c2N)n1Cc1ccncc1
  A: 1; B: 17%; C: -6%; D: 0%; E: -6.3%; F: 12%; G: 7%; H: -0.2%; I: 10%
41) CCN(C(=O)COC(=O)c1cccn1C)C1CCS(=O)(=O)C1 (stereo not given)
  A: 1.1; B: -24%; C: 0%; D: -49%; E: -1.8%; F: 12%; G: -6%; H: 3.3%; I: -6%
42) c1ccc(-c2ccc(-c3ccccn3)nn2)nc1
  A: 1; B: 27%; C: 1%; D: -41%; E: -0.7%; F: -24%; G: -19%; H: 0.9%; I: -7%
43) Cc1ccc(NC(=O)c2ccccc2)cc1
  A: 1.1; B: -33%; C: -4%; D: 7%; E: -0.2%; F: -70%; G: 0%; H: 0.3%; I: 1%
44) CC(C)(C)C(=O)NC(=S)Nc1ccc(C(F)(F)F)cc1
  A: x; B: 0%; C: -2%; D: -17%; E: x; F: 18%; G: x; H: 4.2%; I: x
45) Nc1[nH]nc2nc(N3CCOCC3)nc(-c3ccccc3)c12
  A: 1.1; B: 46%; C: -3%; D: 22%; E: -1.6%; F: -10%; G: 2%; H: -2.3%; I: -1%
46) CC1C/C(=C/c2ccco2)C(=O)/C(=C/c2ccco2)C1 (stereo not given)
  A: 0.9; B: -17%; C: 6%; D: -13%; E: -9.9%; F: 10%; G: -22%; H: 1.3%; I: -30%
47) O=C(NCCCN1CCOCC1)c1cc(-c2ccccc2)on1
  A: 1.1; B: -41%; C: -3%; D: -9%; E: -1.7%; F: -39%; G: 11%; H: 3.0%; I: 9%
48) O=c1cc(-c2ccccc2Cl)oc2ccc([N+](=O)[O-])c(O)c12
  A: 1; B: 1%; C: -6%; D: -10%; E: -8.1%; F: 13%; G: 15%; H: 0.3%; I: -3%
49) Cc1csc(Nc2ccc(Cl)cc2)[n+]1-c1ccc(Cl)cc1
  A: 1.1; B: -26%; C: 4%; D: 41%; E: -3.4%; F: 1%; G: 8%; H: 0.9%; I: -2%
50) N#CC1=C2SCN(c3ccccc3)CN2C(=O)CC1c1cccs1 (stereo not given)
  A: 1; B: -6%; C: -3%; D: -1%; E: -6.0%; F: 18%; G: -12%; H: 3.5%; I: -2%
51) CCNC(=S)NNC(=O)c1cc(-c2ccccc2C)nc2ccccc12
  A: 1.7; B: 10%; C: -1%; D: -12%; E: -1.5%; F: -5%; G: -21%; H: 3.4%; I: -46%
